High-throughput results from PubChem BioAssay.
Glioma ERSR ind = inducers of ER stress response in human glioma cells. U87-MG GRP78 promoter luciferase reporter, 16 h. Potency, µM, for inactives: top-dose activation, actives largely listed as activators. actives 0.02% (n = 420,000). AID 602332; also: potency is read from the fitted curve at half-maximal effect; series mostly up to about 76 µM; % of control where 0% means no effect; nearly all actives have a fitted effect of over 35% in size
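Stably transfected U87-MG human glioma cells carrying a GRP78-based luminescent sensor were seeded at 1000 cells/well, pin-dosed with compounds and incubated 16 h. Luciferase reagent was then added, and end-point luminescence was read after 10 min at room temperature.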
TrxR1 substrate = rat thioredoxin reductase 1 substrate activity | Potency, µM (highest dose often 114 µM), for inactives: at the top dose activity change, negative = substrate turnover | purified TrxR1 substrate turnover, NADPH consumption readout | O89049 | AID 588456 | actives 0.01% (n = 390,000); also: potency is read from the fitted curve at half-maximal effect; % is scaled to controls: 0 for no effect and ±100 for the full control effect; nearly all actives have a fitted effect of over 50% in size
Target sequence (O89049 whole entry, looked up): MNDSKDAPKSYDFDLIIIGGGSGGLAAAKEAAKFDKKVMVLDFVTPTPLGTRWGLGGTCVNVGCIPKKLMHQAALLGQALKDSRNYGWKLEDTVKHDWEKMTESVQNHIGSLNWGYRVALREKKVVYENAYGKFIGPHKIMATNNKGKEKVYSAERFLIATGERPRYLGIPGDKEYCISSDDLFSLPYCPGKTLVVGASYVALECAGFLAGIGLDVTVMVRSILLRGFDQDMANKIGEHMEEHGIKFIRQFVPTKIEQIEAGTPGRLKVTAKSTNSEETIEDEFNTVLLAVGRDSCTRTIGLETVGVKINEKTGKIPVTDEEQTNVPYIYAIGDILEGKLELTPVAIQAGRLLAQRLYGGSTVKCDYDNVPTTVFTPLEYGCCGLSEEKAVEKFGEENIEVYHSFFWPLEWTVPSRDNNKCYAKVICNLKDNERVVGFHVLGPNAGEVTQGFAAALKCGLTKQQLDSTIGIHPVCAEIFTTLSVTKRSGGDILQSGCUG
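Rat TrxR1, dispensed at 90 nM, was prereduced with 400 uM NADPH (final) for 5 min at ~22 deg C, then incubated with compound 15 min before 400 uM selenite. A first-read NADPH fluorescence drop versus no-compound background flagged substrates.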
rTrxR1 inhibitor = inhibitors of rat thioredoxin reductase 1; O89049; recombinant rTrxR1, NADPH fluorescence consumption, selenite substrate; Potency, µM (doses to about 114 µM), without a hit: at the top dose activity change, negative = inhibition, actives largely listed as inhibitors; actives 1% (n = 390,000); also: potency is read from the fitted curve at half-maximal effect; % is scaled to controls: 0 for no effect and ±100 for the full control effect; nearly all actives have a fitted effect of over 65% in size
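Rat TrxR1 (90 nM in the dispensed reagent) was pre-reduced with 400 uM NADPH for 5 min at room temperature, then incubated with compound for 15 min. After 400 uM selenite was added, NADPH fluorescence (Ex 340/Em 450 nm) was followed for 8 min.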
Vif-APOBEC3F blk = inhibitors of Vif-A3F interaction; HeLa A3F-eYFP + Vif (tagged APOBEC3F with the HIV-1 protein that degrades it), YFP fluorescence increase; Potency, µM (doses to about 46.1 µM), without a hit: at the top dose activity, negative = active; actives 0.2% (n = 390,000); also: potency is read from the fitted curve at half-maximal effect; % of control where 0% means no effect; nearly all actives have a fitted effect of over 65% in size
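Fluorescence increase (Ex 488/Em 500-530) after overnight compound treatment at 37 deg C flags inhibition of Vif-driven A3F-eYFP loss in stable HeLa A3F-eYFP/Vif cells seeded overnight beforehand.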
USP1-UAF1 inh = USP1/UAF1 (human) deubiquitinase inhibition. Potency, µM (doses to about 57.1 µM), for the others: at the highest dose activity change, negative = inhibition, most hits filed as inhibitors. O94782. AID 743255. recombinant USP1/UAF1, Ub-Rhodamine cleavage fluorescence. actives 0.23% (n = 390,000); also: potency is read from the fitted curve at half-maximal effect; % is scaled to controls: 0 for no effect and ±100 for the full control effect; nearly all actives have a fitted effect of over 60% in size; inactives centre near -12
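In this screen, compounds sit with the deubiquitinase complex (1nM) for 15 min at room temperature before Ub-Rho is added at 150nM final. Fluorescence rise is then followed for 6 reads every 60 seconds.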
mIDH1 inhibitor = human IDH1 R132H inhibition; Potency, µM (highest dose often 76.6 µM), for inactives: at the highest dose activity change, negative = inhibition, hits mostly inhibitors; IDH1-R132H enzyme, NADPH consumption, diaphorase/resazurin fluorescence; actives 0.093% (n = 390,000); also: potency is read from the fitted curve at half-maximal effect; % is scaled to controls: 0 for no effect and ±100 for the full control effect; nearly all actives have a fitted effect of over 65% in size
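IDH1-R132H (0.5 ug/mL dispensed) in pH 7.5 Tris buffer was preincubated 30 min with compound, then given a substrate mix of 0.016 mM NADPH and 2 mM alpha-KG for 80 min at room temperature; remaining NADPH was read by diaphorase/resazurin fluorescence.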
Vif-APOBEC3G blk = blocks the Vif interaction with human APOBEC3G; Q9HC16; HeLa A3G-eYFP + Vif (tagged APOBEC3G with the HIV-1 protein that degrades it), YFP fluorescence, overnight; Potency, µM (highest dose often 46.1 µM), for the others: at the highest dose activity, negative = active, most hits filed as inhibitors; actives 0.076% (n = 410,000); AID 602310;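 also: potency is read from the fitted curve at half-maximal effect; % is scaled to controls: 0 for no effect and ±100 for the full control effect; nearly all actives have a fitted effect of over 60% in size; hits raise eYFP signal because A3G escapes Vif-driven loss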
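HeLa cells stably expressing Vif and C-terminally eYFP-tagged A3G, seeded overnight at 37 deg C, then exposed to compound by pintool overnight at 37 deg C. Rise in yellow fluorescence (Ex 488/Em 500-530, Acumen) marks blocked Vif-driven A3G degradation.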
RGS4 inh = blocks human RGS4-accelerated GTP hydrolysis; P49798; Transcreener GDP fluorescence polarization, RGS4-accelerated GTP hydrolysis; Potency, µM (series often up to 114 µM), without a hit: at the highest dose activity change, negative = inhibition, hits mostly inhibitors; actives 0.039% (n = 390,000); AID 504845; also: potency is read from the fitted curve at half-maximal effect; % is scaled to controls: 0 for no effect and ±100 for the full control effect; nearly all actives have a fitted effect of over 75% in size; some results filed as inactive show a strong effect at the top dose
Target sequence (P49798 whole entry, looked up): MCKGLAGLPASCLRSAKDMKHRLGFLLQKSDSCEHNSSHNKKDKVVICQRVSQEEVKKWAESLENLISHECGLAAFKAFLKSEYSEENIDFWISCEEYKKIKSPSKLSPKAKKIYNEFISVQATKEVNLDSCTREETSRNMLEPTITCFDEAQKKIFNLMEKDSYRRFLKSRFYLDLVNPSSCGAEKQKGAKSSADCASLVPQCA
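MLSMR compounds (23 nl, pin-transferred) preincubated 10 min at room temperature with a 500nM (2x) first reagent, then RGS4 at 900nM (2x) plus Transcreener GDP mix added; fluorescence polarization (620/688 nm) read before and after 90 min at 30 °C.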
LDHA inh = blocks human lactate dehydrogenase A. purified LDHA, NADH/diaphorase-resazurin fluorescence; hits give low values. activity change, % (values are at about 110 or 230 µM). actives 0.15% (n = 480,000); in the data active = activity change below about -30%; inconclusive = mostly about -25% to -30%;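 also: plate controls were DMSO wells for no effect and wells without enzyme for full effect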
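LDH5 2 nM; NADH 0.06 mM, pyruvate 0.2 mM; 200 mM Tris pH 7.4, EDTA, Tween-20; 5 min RT. Detection: diaphorase 0.133 mg/mL + resazurin 37 µM, fluorescence ex540/em590 at 0 and 20 min; normalized to enzyme-free and DMSO wells.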
* hit, by the source's call; ? = inconclusive; . = not tested or not shown; & = joins results of further samples; [ ] = dose if it differs, or a comment. Unless noted, calls follow the shape of the dose curve; as a rule, active = well fitted curve in the direction sought with a large enough effect; inconclusive = small, poorly fitted or top-dose-only effect, or another doubt; inactive = no such curve, though single readings can be large; an effect the other way counts as inactive or inconclusive. Not all compounds are listed (hit frequency here may not be typical).

SMILES	Glioma ERSR ind	TrxR1 substrate	rTrxR1 inhibitor	Vif-APOBEC3F blk	USP1-UAF1 inh	mIDH1 inhibitor	Vif-APOBEC3G blk	RGS4 inh	LDHA inh
CCOC(=O)c1c(C)c(C)n(Cc2ccc(OC)c(OC)c2)c1C	-3%	-9%	-2%	-6%	-14%	2%	-12%	0%	-2
O=C(CSc1ccc(Cl)cc1)N1CCOCC1	1%	-7%	-11%	-13%	-7%	13%	0%	-16%	-4
Cc1ccc(C)c(OCCC(=O)Nc2cccc(S(=O)(=O)NC3=NCCCCC3)c2)c1	-2%	-9%	-7%	14%	-1%	-7%	4%	22%	-1
CC(C)NC(=O)[C@@H]1C[C@@]1(C)[C@@H](NC(=O)OCc1ccccc1)c1ccccc1	-4%	1%	5%	-3%	-9%	5%	3%	4%	-3
CCN(CC)C1CC(=O)N(c2cccc(Cl)c2)C1=O (stereo not drawn)	0%	2%	?	1%	-4%	-8%	4%	12%	-6
Nc1c(C(=O)Nc2cccc(Cl)c2Cl)sc2nc(-c3cccnc3)ccc12	-4%	7%[0.457 µM]	12%	?	3%	7%	-10%	-36%	-1
Cc1ccc(-n2ncc3c2CCCC3NC(=O)CCc2cnccn2)cc1C (stereo not drawn)	-3%	-1%	11%	5%	-16%	0%	-3%	11%	-3
Clc1ccc(N2COC3c4cccc5cccc(c45)C32)cc1 (stereo not drawn)	12%	2%	6%	-1%	-24%	-3%	0%	-20%	-3
Cn1c(C2CCCN2C(=O)OC(C)(C)C)n[nH]c1=S (stereo not drawn)	-2%	14%	-5%	-11%	-7%	12%	3%	15%	-1
Cc1cc(C)nc(N(C#N)S(=O)(=O)c2ccccc2)n1	0%	8%[57.1 µM]	9%[57.1 µM]	0%	-16%	1%	0%	4%	-5
CC(Sc1nnc(C(C)Oc2ccccc2F)o1)C(=O)NCc1ccc2c(c1)OCO2 (stereo not drawn)	-4%	-1%	23%	-11%	-17%	-10%	3%	-8%	-4
COc1ccc(CNC2CCN(Cc3ccccc3)CC2)cc1	1%	0%	21%	3%	1%	-1%	1%	8%	-5
Cc1ccccc1-c1nc2c3c(-c4ccccc4)c(-c4ccccc4)oc3ncn2n1	-2%	8%	22%	0%	-21%	-13%	5%	-38%	-6
COc1ccc(C2c3sc(=O)[nH]c3SC3C4CCC(C4)C23)cc1OC (stereo not drawn)	0%	-6%	-16%	0%	-17%	-3%	1%	-40%	3
COc1ccccc1N1CCN(CC(O)c2ccccc2)CC1 (stereo not drawn)	0%	4%	12%	6%	-20%	0%	0%	-17%	-6
COc1ccc(-c2cc(C(F)(F)F)n3nc(C(=O)Nc4sc5c(c4C(=O)OC(C)C)CCC(C)C5)cc3n2)cc1 (stereo not drawn)	-3%	-3%	4%	0%	-13%	0%	2%	-22%	-5
CCn1c(=O)c2c(nc(SCC(=O)NC3CCCC3)n2C)n(C)c1=O	1%	0%	4%	-13%	-2%	12%	1%	7%	-1
O=C(NC(=S)Nc1cccc(O)c1)C1CCCCC1	2%	3%	?	-5%	-7%	5%	-3%	-50%	-5
COc1ccc2c(CNCc3cccs3)c(C(=O)O)n(Cc3ccccc3C)c2c1	-2%	0%	3%	-1%	1%	12%	-2%	14%	0
COc1ccc(C)cc1NC(=O)/C=C/c1ccc(OC)c(S(=O)(=O)N2CCOCC2)c1	-4%	-8%	19%	-2%	-15%	-1%	1%	-8%	-1
CCOc1ccccc1N1CCN(C(=O)[C@@H]2CCCN2C2=NS(=O)(=O)c3ccccc32)CC1	-3%	-5%	-1%	0%	-8%	-11%	-5%	-8%	-3
CC[C@]12c3[nH]c4ccc(Cl)cc4c3CCN1C(=O)[C@@H](CC(=O)NCCCN(C)C)C[C@@H]2C(=O)N1CCN(C(=O)C2CC2)CC1	-3%	16%	0%	2%	?	-1%	0%	-16%	-4
Cc1ccc(-c2csc(NC(=O)Cn3[nH]c(=O)c4ccccc4c3=O)n2)cc1	8%	0%	20%	?	-19%	9%	-25%	2%	-4
COc1ccc(OC)c(C(=O)COC(=O)C2CC3CCCC(C2)C3=O)c1 (stereo not drawn)	-7%	11%[57.1 µM]	7%	3%	-15%	5%	-4%	0%	0
O=C(Nc1cccc([N+](=O)[O-])c1)c1ccc2c(c1)OCCO2	4%	-14%	-7%	-6%	-11%	10%	1%	-14%	-5

Copied from the entries so far, 7 compounds:
SMILES	Glioma ERSR ind	TrxR1 substrate	rTrxR1 inhibitor	Vif-APOBEC3F blk	USP1-UAF1 inh	mIDH1 inhibitor	Vif-APOBEC3G blk	RGS4 inh	LDHA inh
COc1ccc2c(CNCc3cccs3)c(C(=O)O)n(Cc3ccccc3C)c2c1	-2%	0%	3%	-1%	1%	12%	-2%	14%	0
COc1ccc(C)cc1NC(=O)/C=C/c1ccc(OC)c(S(=O)(=O)N2CCOCC2)c1	-4%	-8%	19%	-2%	-15%	-1%	1%	-8%	-1
CCOc1ccccc1N1CCN(C(=O)[C@@H]2CCCN2C2=NS(=O)(=O)c3ccccc32)CC1	-3%	-5%	-1%	0%	-8%	-11%	-5%	-8%	-3
CC[C@]12c3[nH]c4ccc(Cl)cc4c3CCN1C(=O)[C@@H](CC(=O)NCCCN(C)C)C[C@@H]2C(=O)N1CCN(C(=O)C2CC2)CC1	-3%	16%	0%	2%	?	-1%	0%	-16%	-4
Cc1ccc(-c2csc(NC(=O)Cn3[nH]c(=O)c4ccccc4c3=O)n2)cc1	8%	0%	20%	?	-19%	9%	-25%	2%	-4
COc1ccc(OC)c(C(=O)COC(=O)C2CC3CCCC(C2)C3=O)c1 (stereo not drawn)	-7%	11%[57.1 µM]	7%	3%	-15%	5%	-4%	0%	0
O=C(Nc1cccc([N+](=O)[O-])c1)c1ccc2c(c1)OCCO2	4%	-14%	-7%	-6%	-11%	10%	1%	-14%	-5

Additional entries.
SMILES	Glioma ERSR ind	TrxR1 substrate	rTrxR1 inhibitor	Vif-APOBEC3F blk	USP1-UAF1 inh	mIDH1 inhibitor	Vif-APOBEC3G blk	RGS4 inh	LDHA inh
COC(=O)c1ccccc1NC(=O)CN(CCc1ccccc1)S(C)(=O)=O	-3%	5%	7%	.	-14%	24%	-3%	-6%	-5
COc1ccc(OC)c(C2CC(=O)Nc3c2c(=O)[nH]c2ncnn32)c1 (stereo not drawn)	-2%	4%[57.1 µM]	22%[57.1 µM]	-5%	-17%&5%	-3%	1%	7%&3%	-11&-1
CCOc1ccc(N(C(C)C(=O)NC2CCCCCC2)S(C)(=O)=O)cc1 (stereo not drawn)	-1%	0%	0%	-3%	6%	9%	4%	10%	-5
Cc1ccccc1NC(=O)c1c2c(nc3ccccc13)CCC2	-4%	5%[57.1 µM]	6%[57.1 µM]	4%	4%	1%	0%	-20%	-4
CCCC(C(=O)NC1CCCC1)N(C(=O)Cn1nnc(-c2ccc(C)o2)n1)c1ccccc1F (stereo not drawn)	-4%	-3%	14%	-23%	-2%	-5%	0%	-14%	-7
N#C/C(=C/c1ccc(N2CCOCC2)o1)c1ccc(Cl)cc1	?	-2%	3.2µM*	?	28µM*	4%	7.1µM*	?	14
COc1cc(-c2nn3c(-c4ccccc4)nnc3s2)cc(OC)c1OC	-2%	-9%	-19%	1%	-13%	8%	1%	12%	-3
CCOc1ccc(NC(=O)CC(=O)Nc2ccc(OCC)cc2)cc1	4%	10%	30%	0%	-20%	4%	-6%	19%	-5
COc1ccc(CCCc2nnc(SCC(=O)Nc3ccccc3F)o2)cc1	-2%	-3%	16%[57.1 µM]	7%	-10%	-2%	2%	33%	-2
CCN(CC)S(=O)(=O)c1ccc2[nH]c(=O)cc(C(=O)NCc3ccccc3)c2c1	-5%	6%	18%	1%	-26%	-1%	3%	6%	0
CCn1cc2nc(SCC(=O)Nc3cc(OC)cc(OC)c3)n(Cc3ccc(Cl)cc3)c(=O)c2n1	-3%	-6%	11%	3%	-27%	4%	3%	2%	1
Cc1c(C(=O)Nc2cc(S(=O)(=O)N3CCOCC3)ccc2N2CCN(C)CC2)oc2ccccc12	-5%	-2%	18%	2%	-3%	-4%	-1%	6%	-12
CC[C@H](C)[C@@H](C(=O)NCCCCCCCCCCC(=O)N1CCN(C(=O)OC(C)(C)C)CC1)n1cc(CCCCCNC(=O)OC(C)(C)C)nn1	-3%	-11%	-1%	0%	-31%	0%[38.3 µM]	0%	-7%	1
COC(=O)c1cc(N/C(N)=N/c2nc(C)cc(C)n2)cc(C(=O)OC)c1	-5%	.	.	-1%	-16%	2%	-2%	.	0
